# Assay outcomes (PubChem BioAssay)
# TbHK1 inh – blocks Trypanosoma brucei hexokinase 1 activity | recombinant TbHK1, G6PDH-coupled NADH A340 | actives 0.11% (n = 220,000) | inhibition, % at 10 µM;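 active = inhibition of 50% or more in the single-dose primary screen; inactive = inhibition below 50%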
# RBBP9 inh – blocks human serine hydrolase RBBP9; recombinant RBBP9, FP-Rh probe fluorescence polarization; inhibition, % at 7.94 µM; actives 0.2% (n = 220,000); O75884; AID 1515;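 active = inhibition above the campaign mean of all tested compounds plus 3 SD, cut at about 14% in these data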;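 also: plate controls were DMSO wells with RBBP9 for no effect and wells lacking RBBP9 protein for full effect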
# Target sequence (O75884 whole entry, looked up): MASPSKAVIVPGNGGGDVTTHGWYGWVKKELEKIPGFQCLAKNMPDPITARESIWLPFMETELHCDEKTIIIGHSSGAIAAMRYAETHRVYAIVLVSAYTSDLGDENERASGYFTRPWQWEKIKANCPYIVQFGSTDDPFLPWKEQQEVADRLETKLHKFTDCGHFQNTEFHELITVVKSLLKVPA
#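 System: RBBP9 protein / Buffer or medium: Tris/NaCl buffer pH 8.0 with 0.1% Pluronic / Probe or stimulus: Serine-hydrolase probe FP-Rh, 375 nM pre-mixing / Dosing: 7.94 µM single dose, 0.794% DMSO / Times: enzyme-compound preincubation 30 min, then probe labeling 45 min, 25 °C / Technique: fluorescence polarization (mP), excitation 525 nm, emission 598 nm / Replication: singlicate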
# Ba/F3 V617F tox – lowers viability of Ba/F3 cells expressing EpoR and JAK2V617F; ATP luminescence; inhibition, % at 5.6 µM; actives 1.1% (n = 220,000); AID 1446;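 active = inhibition above the campaign mean plus 3 SD over all tested compounds, cut at about 24% in these data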;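 also: cytokine-independent growth of Ba/F3 cells driven by EpoR plus mutant JAK2; 0% = DMSO-treated cells and 100% = JAK inhibitor I control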
# Furin inhibitor – inhibitors of human furin | P09958 | actives 0.061% (n = 220,000) | inhibition, % at 30 µM | purified furin, fluorogenic substrate cleavage | AID 463115; in the data active = inhibition above about 25%; also: inactives centre near -15
# EP2 antag – EP2 receptor (human) inhibition | C6 glioma cells expressing human EP2, cAMP TR-FRET; cells stimulated with saturating PGE2 | inhibition, % at 25 µM | actives 0.52% (n = 260,000) | AID 1422;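 active = percent inhibition above 40 after rounding to a whole number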;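 also: rat C6 glioma host cells with rolipram phosphodiesterase inhibitor present; the protocol text gives 20 µM as final concentration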
# BaF3 parental – reduces parental Ba/F3 cell viability, JAK2V617F counter-screen; CellTiter-Glo ATP luminescence; inhibition, % at 5.6 µM; actives 1.1% (n = 220,000);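 active = inhibition above a per-campaign cutoff, the mean inhibition of all tested compounds plus 3 SD, cut at about 27% in these data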;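 also: 0% = DMSO wells and 100% = JAK Inhibitor I control wells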
# p97 ATPase inh – inhibitors of human p97 ATPase | actives 0.42% (n = 220,000) | recombinant p97 ATPase, Kinase-Glo ATP luminescence, 3 h | inhibition, % at 8 µM; in the data active = inhibition above about 15%;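 also: 0% = DMSO vehicle and 100% = wells lacking enzyme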
# Target sequence (P55072 whole entry, looked up): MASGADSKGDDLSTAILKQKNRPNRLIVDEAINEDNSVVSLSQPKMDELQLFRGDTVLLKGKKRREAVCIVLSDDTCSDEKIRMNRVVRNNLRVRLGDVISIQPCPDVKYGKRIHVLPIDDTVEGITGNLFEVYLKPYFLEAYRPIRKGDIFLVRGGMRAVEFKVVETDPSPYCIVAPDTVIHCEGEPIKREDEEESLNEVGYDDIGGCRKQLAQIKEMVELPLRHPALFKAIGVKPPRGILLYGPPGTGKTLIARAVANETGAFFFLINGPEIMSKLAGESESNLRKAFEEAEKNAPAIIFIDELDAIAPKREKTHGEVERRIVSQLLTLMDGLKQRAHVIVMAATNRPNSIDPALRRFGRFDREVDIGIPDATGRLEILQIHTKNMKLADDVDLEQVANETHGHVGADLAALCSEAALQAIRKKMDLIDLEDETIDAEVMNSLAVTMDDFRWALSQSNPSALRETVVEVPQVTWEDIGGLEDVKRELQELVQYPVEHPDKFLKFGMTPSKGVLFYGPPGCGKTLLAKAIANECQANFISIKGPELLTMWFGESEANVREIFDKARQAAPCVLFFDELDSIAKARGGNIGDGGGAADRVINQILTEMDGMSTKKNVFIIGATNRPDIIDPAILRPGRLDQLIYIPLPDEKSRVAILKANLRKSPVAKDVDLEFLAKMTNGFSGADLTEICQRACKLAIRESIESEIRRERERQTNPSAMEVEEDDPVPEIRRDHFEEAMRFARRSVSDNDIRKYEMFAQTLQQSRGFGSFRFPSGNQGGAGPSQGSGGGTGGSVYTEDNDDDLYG
# p47phox inh – blocks human p47phox regulatory protein of NADPH oxidases; p47phox/p22phox peptide binding, fluorescence polarization, 2 h; actives 0.53% (n = 220,000); inhibition, % at 24.7 µM; P14598;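 active = inhibition above about 30%, limit read from the data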;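 also: 0% = p47phox with labelled peptide and 100% = labelled peptide alone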
# PPC-1+TRAIL kill – PPC-1 cancer cell killing with TRAIL present; PPC-1 cells + TRAIL, ATPLite viability luminescence; cell killing (% activity), % at 4 µM; actives 0.41% (n = 220,000);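 active = cell killing above 50% in the first pass at 4 µM, then a duplicate retest at 5 µM averaging 50% or more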;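 also: plate controls were cells with TRAIL plus DMSO for no effect and medium-only wells lacking cells for full effect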
# An asterisk follows results filed as active; / = no result given; & = joins results of further samples; [ ] = remark or other dose.
SMILES,TbHK1 inh,RBBP9 inh,Ba/F3 V617F tox,Furin inhibitor,EP2 antag,BaF3 parental,p97 ATPase inh,p47phox inh,PPC-1+TRAIL kill
O=C(CSCC(=O)N1CCOCC1)Nc1nc(-c2ccc3c(c2)OCO3)cs1,-5.1,-8.8,3.0,5.1,11.9,6.7,-10.2,-17.2,12.4
Cc1ccc2nc(-c3ccc(SCC(=O)Nc4ccc5c(c4)OCCO5)nc3)[nH]c2c1,-9.4,-17.7,-0.3,-31.9,13.1,4.2,2.5,-11.8,46.3
CC(C)(C)OC(=O)N1CCC[C@@H]1C(=O)N1CCC(C(=O)O)CC1,2.6,-3.4,-2.4,-17.0,8.4,6.6,3.8,-0.1,23.6
COc1ccc(S(=O)(=O)Nc2ccc3oc(C)c(C(C)=O)c3c2)cc1,-7.3,-2.8,6.7,-14.5[20 µM],11.6,16.3,0.8,-5.3,10.2
Cc1ccc(C)c(N2CCN(C(=O)CCc3nc4ccccc4[nH]3)CC2)c1,-2.0,-4.5,-0.6,-11.7,12.8,11.6,3.1,-8.4,-14.3
CC(NC(=O)Cn1cc2c(n1)CCCCC2)c1ccccc1 (stereo not given),6.5,-2.8,-0.7,-13.4,4.7,0.5,2.6,-8.3,-15.7
Cc1ccc(S(=O)(=O)NC(C)(C)CSc2nnc(Nc3ccccc3)s2)cc1,7.5,-4.7,-2.2,-15.8[20 µM],14.6,2.8,0.2,-17.8,42.2
Cc1cc(C)c(C(=O)OCCNC(=O)c2cccnc2)cc1C,0.7,-5.4,-0.8,-16.2[20 µM],5.1,1.2,-0.2,-2.2,10.1
CCc1ccc[n+](-c2nc3ccccc3nc2C(=C=[N-])C#N)c1,-9.3,-5.9,1.8,-22.6,4.4,-2.6,1.1,-21.8,-20.0
CCCCN(CC)CCCNC(=O)c1cn(CC)c2ccc(S(=O)(=O)N3CCc4ccccc4C3)cc2c1=O,-6.1,8.5,0.0,-14.3,1.3,3.9,6.5,-1.9,39.4
OC(COCc1ccc(Cl)cc1)CN1CCN(c2ccccn2)CC1 (stereo not given),-1.6,-2.7,-4.9,-13.8,8.0,-0.2,4.8,-6.8,4.3
CN1CCCCc2c1[nH]c1ccccc1c2=O,-29.9,-4.9,-1.5,-17.8[20 µM],11.0,2.5,0.4,-19.7,7.8
CC1CCCCC1NS(=O)(=O)c1ccc(S(=O)(=O)N2CCN(CCC#N)CC2)cc1 (stereo not given),1.0,-1.8,0.7,-27.0,9.4,8.8,4.1,-4.0,5.7
CN(N)c1nc2ccccc2nc1C(F)(F)F,3.4,-16.4,4.6,-4.3,3.4,4.2,-7.1,0.9,-4.3
O=C(CSc1ncn[nH]1)N1N=C(c2ccc(Cl)cc2)CC1c1ccco1 (stereo not given),-0.1,-8.3,0.7,-14.3,8.6,2.8,1.4,-10.2,2.1
COc1ccc(O)c(C(c2c(C)[nH][nH]c2=O)c2c(C)[nH][nH]c2=O)c1,-5.3,-1.1,0.3,-26.4,17.7,7.9,5.0,0.2,-5.6
O=C1CN(C(=O)CN2C(=O)NC3(CCCCC3)C2=O)c2ccccc2N1,-4.6,-4.9,-1.1,-31.1,6.1,0.8,3.2,-8.1,-1.1
CC(C)NC(=O)c1ccccc1NC(=O)CCc1ccccc1,-1.5,-4.5,-3.2,-19.4[20 µM],0.3,0.0,1.1,-0.4,-0.7
O=C(O)CCCCC1CCSS1 (stereo not given),86.2*,-5.2,-1.1,-16.2,8.4&14.1,1.7,0.1,-59.5,-2.5
O=C1/C(=C\c2ccccn2)SC(=S)N1Nc1ncc(C(F)(F)F)cc1Cl,-7.6,-3.1,4.8,-1.2[20 µM],25.1,5.1,0.6,-16.1,-9.0
COc1ccccc1OCCSc1ncnc2nc[nH]c12,-3.7,-3.4,-1.4,-13.4,13.8,2.5,1.0,-2.4,30.2
Oc1ccccc1-c1nc(/C=C/c2ccccc2)nn1-c1ccccc1,26.6,-18.5,5.6,-3.6,14.1,8.0,0.1,-5.6,17.1
Cc1cc(NC(=O)CCC(=O)N(Cc2cccs2)C(C(=O)NC2CCCC2)c2cccnc2)no1 (stereo not given),0.2,-3.8,2.1,-16.0[20 µM],7.8,1.7,-7.5,-7.2,2.9
Cc1ccc(CS(=O)(=O)CCC(=O)N2CCOCC2)cc1,1.4,-4.3,-5.0,-4.9,9.9,-2.9,7.6,-6.5,23.3
CCOC(=O)c1ccc(NC(=O)CNC(=O)C2CCCCC2)cc1,3.3,3.8,-1.6,-28.5,6.6,2.4,-0.3,-11.6,8.4
CN(Cc1cccs1)C(=O)Cc1c[nH]c2ccccc12,-1.3,1.0,3.4,-9.6,6.7,6.4,-2.5,-13.3,9.0
COc1ccc2[nH]c(=O)c(CN(C(=O)c3cccnc3)c3cccc(C)c3)cc2c1,-6.4,-8.2,1.4,-25.4,4.1,1.1,-1.2,-11.6,-0.6
CC1=CN2C(=NC(=O)CC2(C)C(=O)N(CC(=O)NC2CCCC2)c2cc(C)cc(C)c2)C=C1 (stereo not given),-5.2,-8.8,2.0,-28.2,8.6&3.2,3.4,-5.6,-4.0,/
O=C(Cn1cc2c(n1)CCCC2)NCCCN1CCN(C2CCCCC2)CC1,7.7,-7.6,1.6,-9.7,5.3,5.2,-7.2,-10.3,2.0
CN1CCN(c2ncc3c(n2)CC(c2ccccc2F)CC3=O)CC1 (stereo not given),-13.5,-9.7,1.4,-14.1,5.6,1.9,-6.3,-1.6,8.4
CCCCOc1ccc(CN=C(N)N)cc1Cl,1.6,-3.8,14.9,-18.3,10.7,35.2*,6.4,-11.4,7.2
CC(C)Oc1ccc(-c2cc(=O)[nH]c(=O)[nH]2)cc1,4.5,-0.2,0.3,-6.7,14.1,2.1,1.9,-10.0,13.5
O=c1cc(NCc2ccccc2)nc2ccccn12,-4.2,-5.2,0.8,-21.8,5.3,9.4,7.7,-7.9,5.6
O=C(NCc1ccccc1)C1=C[C@H](c2csc3ccccc23)C[C@H](OCCCCO)O1,-7.6,-14.2,3.7,2.3,15.9,5.9,3.2,-26.2,4.2
C=CCOc1ccc(/C(O)=C2\C(=O)C(=O)N(CCOC)C2c2cccnc2)cc1 (stereo not given),-26.5,-10.8,0.2,-22.4[20 µM],34.6,2.2,3.2,-7.1,16.0
Cc1nnc(SCC(=O)N2CCc3ccccc3C2)n1-c1ccccc1,41.1,-2.7,-4.4,-6.8,3.9,2.9,3.7,-2.4,20.9
c1ccc(Sc2ncnc3ccccc23)cc1,-11.7,7.8,0.0,-5.8,5.4,-8.1,7.4,-9.8,22.6
O=C(CSc1cccs1)Nc1ccc(Cl)cc1,1.6,-15.0,6.2,-5.1,4.1,1.6,-3.8,1.1,12.8
c1ccc2c(c1)CCCN2Cc1nnc2n1CCCCC2,-0.7,0.6,-3.9,-31.7,5.7,-0.2,7.1,-7.1,36.6
O=C(Nc1cccc(CCc2ccccn2)c1)c1cc(F)c(F)cc1Cl,-2.9,1.9,-2.0,-26.9,10.5,0.2,4.5,-8.8,18.8

# Arranged by value in p47phox inh (low to high): 3 from the list above.
Molecule | p47phox inh
Cc1ccc(S(=O)(=O)NC(C)(C)CSc2nnc(Nc3ccccc3)s2)cc1 | -17.8
C=CCOc1ccc(/C(O)=C2\C(=O)C(=O)N(CCOC)C2c2cccnc2)cc1 (stereo not given) | -7.1
CN1CCN(c2ncc3c(n2)CC(c2ccccc2F)CC3=O)CC1 (stereo not given) | -1.6

# The list goes on:
SMILES,TbHK1 inh,RBBP9 inh,Ba/F3 V617F tox,Furin inhibitor,EP2 antag,BaF3 parental,p97 ATPase inh,p47phox inh,PPC-1+TRAIL kill
Cc1ccc(C)c(NC(=O)CN(C)C(=O)c2cc3ccccc3o2)c1,0.6,-2.5,-3.6,-28.2,4.7,5.5,2.1,-12.4,21.7
Cn1cc(-c2nc3ccccc3[nH]2)c2ccccc21,-18.8,3.8,1.7,-23.5[20 µM],15.2,4.1,3.7,-13.7,9.8
COc1ccc2c(CCNC(=O)Nc3ccccc3)c[nH]c2c1,-4.7,7.0,2.3,-10.4,7.7,7.4,1.9,-3.7,13.1
CC(C)(C)C1CCc2[nH]c3ccccc3c(=O)c2C1 (stereo not given),-3.4,-10.5,2.6,-3.3,8.2,6.7,-9.3,-8.4,36.4
Cc1c(N=Cc2cccnc2)c(=O)n(-c2ccccc2)n1C,-1.2,-2.3,-2.5,-8.2[20 µM],14.5,1.8,0.4,-9.1,14.6
Cc1ccccc1NC(=S)NCCO,-8.1,-2.1,-0.6,-6.9,7.4,3.4,4.5,-7.0,42.4
COC(=O)Cn1cnc2sc3c(c2c1=O)CCCC3,1.7,-6.2,-2.9,-29.0,8.0,0.2,8.4,-1.5,1.0
O=[N+]([O-])c1c(C(Cl)Cl)nn(-c2ccc(Cl)cc2)c1N1CCCCC1,4.0,0.6,2.4,-0.9,6.5,-1.9,0.1,-4.9,16.7
Cc1cc(C)cc(NC(=O)CSCc2cnn(-c3ccccc3)c2-n2cccc2)c1,5.6,-5.6,-3.3,-20.1[20 µM],3.1,1.3,1.2,-12.1,2.6
O=C(O)C1CSC(c2ccc3c(c2)OCO3)N1 (stereo not given),-10.1,2.1,1.2,-26.9,4.2,-4.8,4.7,-5.8,15.4
COc1ccc(N2CCN(c3oc(COc4ccc(Cl)cc4)nc3C#N)CC2)cc1,-5.4,-6.0,-0.9,-14.5,19.0,-3.1,-6.0,-4.9,-22.6
CCOC(=O)c1c(C)n(C)c2ccc(OC)c(NC(=O)c3cccs3)c12,-10.8,-1.8,1.4,-12.3,5.5,5.3,-2.8,-2.3,4.0
COC(=O)C(Nc1nccs1)(OC)C(F)(F)F (stereo not given),4.4,0.6,-2.1,-13.1,/,-1.1,7.3,1.0,-7.4
C=CCNC(=O)NC(=O)COC(=O)/C(C#N)=C/c1ccc(OC)cc1,-15.9,-2.2,-3.0,-29.8,6.7,-1.3,10.0,-7.2,-5.8
C=CCNC(=O)CN(c1ccc(F)c(Cl)c1)S(C)(=O)=O,5.7,-6.5,-2.3,-18.2[20 µM],9.4,0.1,2.8,-3.4,16.9
CN(C)S(=O)(=O)c1ccc(Oc2ccccc2)cc1,-3.1,-1.9,-1.0,-9.3[20 µM],3.7,3.2,3.1,-10.8,11.5
Cc1ccc(-n2c(Cc3cccn3C)nnc2SCC(=O)Nc2ccc3c(c2)OCO3)cc1,3.2,0.1,-1.0,-15.4,1.3,-0.8,1.4,-6.5,-0.7
c1ccc(-c2ccc3c(c2)NCCN3)cc1,-14.6,4.7,0.9,-29.0,4.4,-6.7,6.1,-9.1,25.0
CCN(CC)C(=O)CSc1nnc(-c2ccccc2)n1N,-7.5,-8.3,-3.6,-10.5,6.2,0.0,-2.3,-16.4,24.4
CCCCc1nnc(NC(=O)COc2ccc3c(C)cc(=O)oc3c2)s1,-24.2,-10.9,0.5,2.9,20.0,3.3,-4.2,3.8,21.2
Cc1ccc(-c2ccc(/C=N/NC(N)=S)o2)cc1,-40.7,-0.4,1.1,-2.8,10.4,-0.6,7.4,-7.8,-8.8
CC1CN=C(N(C(=O)Nc2ccccc2)c2ccc(S(=O)(=O)N3CCOCC3)cc2)S1 (stereo not given),-1.3,-8.4,6.7,-15.0[20 µM],9.2,4.4,-5.9,-3.5,15.8
COc1cccc(CN2CCN(Cc3ccon3)CC2CCO)c1 (stereo not given),-7.2,3.8,2.4,-25.5,3.2,5.7,3.3,-7.5,9.2
Cc1ccc(Nc2nc(N)nc(CSc3ncccn3)n2)cc1,-6.3,-7.5,0.8,-5.4[20 µM],11.0,4.4,-5.5,-2.2,30.0

# The list is partial. The share of hits here may be higher or lower than overall.
